a7 integrin act = activates integrin-mediated alleviation for muscular dystrophy; Potency, µM (top dose mostly 38.3 µM), without a hit: at the highest dose activation, most hits filed as activators; actives 0.064% (n = 350,000); alpha7betagal myoblasts, beta-gal FDG fluorescence, 48 h;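 further: potency means the concentration at half of the fitted maximal effect; 100% = response of the positive control SU9516; nearly all actives have a fitted effect of over 60% in size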
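alpha7betagal+/- myoblasts (passage 13, 250/well) treated 48 h at 37C with compounds at 1:260 dilution of DMSO stock. Lysed, then beta-galactosidase activity read as FDG fluorescence (ex 480/em 540) after 30 min, with pre-read for autofluorescence.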
GALK inhibitor = inhibitors of human galactokinase | P51570 | Purified GALK, Kinase-Glo residual ATP luminescence | Potency, µM (titrated, usually from 57.5 µM), for inactives: at the top dose activity change, negative = inhibition, actives largely listed as inhibitors | actives 0.007% (n = 270,000); further: potency means the concentration at half of the fitted maximal effect; on the % scale 0 is the no-effect control and ±100 the full control effect
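Galactose (100 uM) and ATP (35 uM) were turned over by 5 nM GALK for 1 h at RT. Kinase-Glo Plus then converted the remaining ATP into a luminescent signal.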
Coupling enz = inhibits coupling enzyme system, counter-screen for aldolase hits; coupling enzyme system counterscreen, AmpLite Red fluorescence; activity change, negative = inhibition, % at 58.2 µM, hits read low; actives 0.67% (n = 290,000); in the data active means activity change below about -30%; further: on the % scale 0 is the no-effect control and ±100 the full control effect
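Final compound at 57.5 uM, incubated 10 min at RT with coupling enzyme reagent (glyceraldehyde-3-phosphate), then 20 min with substrate and AmpLite Red detection. Fluorescence read at 525/598 nm; tests interference with the coupling assay, not aldolase inhibition.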
Giardia killer = Giardia lamblia killing. activity change, % at 7.66 µM, hits read low. AID 540267. Giardia lamblia trophozoite viability. actives 0.15% (n = 340,000); in the data active means activity change below about -80%; inconclusive means between about -30% and that limit;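 further: parasites exposed to compound for two days anaerobically before the ATP read; on the % scale 0 is the no-effect control and ±100 the full control effect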
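Luminescent ATP signal served as the viability read-out, measured 15-30 min after adding ATP detection reagent to trophozoites that had been incubated with compounds for 48 hrs at 37 deg C anaerobically at 100 cells/well.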
Tb PFK inh = inhibitors of T. brucei phosphofructokinase. O15648. T. brucei PFK, ADP-Glo luminescence. Potency, µM (highest dose often 57.5 µM), for the others: at the highest dose activity, negative = inhibition, actives largely listed as inhibitors. actives 0.17% (n = 330,000). AID 485367;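 further: potency means the concentration at half of the fitted maximal effect; 0% = uninhibited 1x PFK enzyme wells and -100% = no-enzyme wells; nearly all actives have a fitted effect of over 60% in size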
Target sequence (O15648 whole entry, looked up): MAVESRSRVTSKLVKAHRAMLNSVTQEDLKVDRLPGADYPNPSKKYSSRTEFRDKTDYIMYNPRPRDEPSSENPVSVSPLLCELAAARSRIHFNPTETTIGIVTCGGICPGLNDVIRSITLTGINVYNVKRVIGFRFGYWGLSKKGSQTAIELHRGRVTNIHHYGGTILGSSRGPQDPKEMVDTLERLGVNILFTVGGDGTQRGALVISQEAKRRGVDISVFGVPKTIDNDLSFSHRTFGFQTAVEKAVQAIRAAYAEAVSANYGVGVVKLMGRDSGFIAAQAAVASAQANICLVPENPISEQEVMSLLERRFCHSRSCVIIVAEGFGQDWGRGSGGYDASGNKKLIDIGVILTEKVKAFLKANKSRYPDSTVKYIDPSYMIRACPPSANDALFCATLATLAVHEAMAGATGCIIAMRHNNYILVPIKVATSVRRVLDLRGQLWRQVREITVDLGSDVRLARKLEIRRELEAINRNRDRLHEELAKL
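1.25 nM PFK with 0.5 mM F6P and 0.1 mM ATP in 0.1 M TEA pH 8.0, 5 mM MgCl2, incubated 45 min at room temperature; ADP measured by ADP-Glo luminescence; compounds titrated up to 57 uM.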
PKM2 activator = activators of human pyruvate kinase M2 | P14618 | purified PKM2, Kinase-Glo ATP luminescence, activation; response scale: 0% is enzyme alone, no compound | Potency, µM (doses to about 57.5 µM), inactives show at the highest dose activation, most hits filed as activators | actives 0.34% (n = 260,000); further: potency means the concentration at half of the fitted maximal effect; on the % scale 0 is the no-effect control and ±100 the full control effect; nearly all actives have a fitted effect of over 55% in size
Target sequence (P14618 whole entry, looked up): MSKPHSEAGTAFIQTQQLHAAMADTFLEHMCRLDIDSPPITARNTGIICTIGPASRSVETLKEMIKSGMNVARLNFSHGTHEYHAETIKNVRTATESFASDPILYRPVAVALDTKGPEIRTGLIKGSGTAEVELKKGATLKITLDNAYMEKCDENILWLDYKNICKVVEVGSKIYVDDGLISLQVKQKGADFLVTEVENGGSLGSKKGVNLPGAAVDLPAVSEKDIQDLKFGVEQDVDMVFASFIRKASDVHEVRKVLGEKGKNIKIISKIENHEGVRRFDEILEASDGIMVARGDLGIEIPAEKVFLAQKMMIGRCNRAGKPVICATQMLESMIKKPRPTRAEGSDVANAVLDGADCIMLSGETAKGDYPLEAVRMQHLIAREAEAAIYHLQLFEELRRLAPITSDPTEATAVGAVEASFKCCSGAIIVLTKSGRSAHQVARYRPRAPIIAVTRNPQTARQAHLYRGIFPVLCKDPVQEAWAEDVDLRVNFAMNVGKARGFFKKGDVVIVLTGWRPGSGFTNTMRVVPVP
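Purified hPK-M2 (>95% pure) converted ADP (0.1 mM final) to ATP with 0.5 mM PEP in 50 mM imidazole pH7.2, KCl, MgCl2, Tween 20, BSA; 1 h at room temperature. ATP detected by Kinase-Glo luminescence.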
BCR signal inh = inhibitors of chronic active B-cell receptor signaling; ABC-DLBCL IkBa-CBG/CBR reporter, luminescence ratio, 4 h; Potency, µM (highest dose often 46.1 µM), for the others: at the highest dose ratio change, negative = lower green/red ratio, hits mostly inhibitors; actives 0.05% (n = 340,000); active means well fitted inhibition curve with a large enough effect in the signal ratio, with a control signal flat, not every such curve was filed as active; inconclusive means small, poorly fitted or top-dose-only effect, or effect the other way, or a change in a side signal; the % refers to the signal ratio;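 further: potency means the concentration at half of the fitted maximal effect; plate controls were basal doxycycline-induced cells for no effect and cells given 10 µM MG132 for full effect; MG132 reads +100%, hits lower the ratio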
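TMD8 ABC-DLBCL cells carrying doxycycline-inducible green luciferase fused to IkappaBalpha plus unfused red luciferase were exposed to compounds (up to 46 uM) for 4 hrs at 37C. Activity came from the overlap-corrected green/red luminescence ratio.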
S-ASM inh = human S-ASM enzyme inhibition. P17405. placental ASM, HMU-PC fluorogenic substrate, 60 min. Potency, µM (highest dose often 57.5 µM), inactives show top-dose activity change, negative = inhibition, hits mostly inhibitors. actives 0.006% (n = 340,000). AID 504937; further: potency means the concentration at half of the fitted maximal effect
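Human placenta-derived ASM enzyme was preincubated with compound for 10 minutes at room temperature, then given fluorogenic substrate HMU-PC0 (9 uM final) for 60 minutes at 37 °C; a pH 10 stop preceded fluorescence reading at Ex 386/Em 447 nm.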
PTAP TSG101 blk = blocks PTAP/TSG101 interaction to inhibit HIV-1 budding; 340,000 tested, under 10 active; Q99816; Potency, µM (highest dose often 115 µM), for the others: at the top dose activity change, negative = inhibition, usual class: inhibitors; Fluorescence polarization, FITC-PTAP peptide / Tsg101 binding; AID 493005; active means well fitted inhibition curve with a large enough effect in the main read-out, with a control signal flat, not every such curve was filed as active; inconclusive means small, poorly fitted or top-dose-only effect, or effect the other way, or a change in a side signal; inactive means no such curve, though single readings can be large or run the other way; further: potency means the concentration at half of the fitted maximal effect; % of control where 0% means no effect
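Fluorescence anisotropy tracks displacement of a FITC-tagged PTAP peptide (50 nM) from the Tsg101 binding domain (10 uM), following a 20 min room-temperature incubation at pH 7.5.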
B2AR arrestin = recruits beta-arrestin to the human beta2-adrenergic receptor. beta-arrestin recruitment to beta2AR, cell-based reporter. Potency, µM (series often up to 46.1 µM), for the others: at the top dose activation, most hits filed as activators. P07550. actives 0.02% (n = 330,000);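 further: potency means the concentration at half of the fitted maximal effect; 0% = DMSO controls and full agonism = EC100 isoproterenol or metaproterenol; nearly all actives have a fitted effect of over 65% in size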
Menin MLL FP TR = displaces Texas Red mutant MLL peptide from human menin | AID 1768 | Potency, µM (titrated, usually from 61.6 µM), for inactives: at the top dose FP activity change, negative = inhibition, most hits filed as inhibitors | Menin + Texas Red MLL mutant peptide, fluorescence polarization | actives 0.23% (n = 270,000) | O00255; active means well fitted inhibition curve with a large enough effect in the polarisation, with a control signal flat, not every such curve was filed as active; inconclusive means small, poorly fitted or top-dose-only effect, or effect the other way, or a change in a side signal; inactive means no such curve, though single readings can be large or run the other way; the % refers to the polarisation; further: potency means the concentration at half of the fitted maximal effect; % of control where 0% means no effect; many of its hits are not listed in these tables
* marks the source's active call; other numbers are inactive results; ? = inconclusive; . = not tested or not shown; [ ] = another dose, or the depositor's remark. Unless noted, the call rests on the fitted dose curve; in most records, active means well fitted curve in the direction sought with a large enough effect; inconclusive means small, poorly fitted or top-dose-only effect, or another doubt; inactive means no such curve, though single readings can be large; an effect the other way counts as inactive or inconclusive. Some of the compounds tested; the hit share may differ from the screen's.

SMILES	a7 integrin act	GALK inhibitor	Coupling enz	Giardia killer	Tb PFK inh	PKM2 activator	BCR signal inh	S-ASM inh	PTAP TSG101 blk	B2AR arrestin	Menin MLL FP TR
CCC1(c2ccccc2)NC(=O)N(CC(=O)NC2(C#N)CCCCC2)C1=O (centres undefined)	-19%	.	.	-12	-14%	.	-3%	-1%	-6%	0.2%	.
Cc1cc(Cl)ccc1OCCCC(=O)N1CCCc2ccccc21	6%	-1%	0	-12	-4%	-6%	?	-5%	-9%	0.1%	-6%
Cc1cc(C(=O)N2CCN(C/C=C/c3ccccc3)CC2)no1	2%[7.66 µM]	1%	-3	8	-11%	-24%	2%	0%	1%	0.3%	-7%
Cc1ccsc1/C=N/NC(=O)C(=O)NCC(C)C	-26%	-2%	1	39[activator]	-1%	1%	?	1%	0%	-0.5%	12%
Cc1cc2cc(CNC(=O)c3ccc(S(=O)(=O)N(C)C)cc3)ccc2n1C	-17%	0%	-10	-1	0%	7%	6%	2%	0%	-0.4%	?
CC(=O)Nc1nonc1-c1nc2ccccc2n1CCC(C)C	11µM*	-2%	5	4	-4%	1%	4%	-11%	-3%	-0.3%	-10%
O=C(c1ccc(Oc2ccccc2)cc1)c1nc2c(n1O)CCCC2	19%	4%	4	-10	7%	-1%	?	-6%	-1%	0.5%	-2%
O=C(Cn1cnc2ccccc2c1=O)OCCCCN1C(=O)c2ccccc2C1=O	2%	3%	1	-12	-3%	3%	-6%	0%	1%	0.2%	0%
CC1CC(=O)N(CC(=O)Nc2ccccc2F)c2ccccc2S1(=O)=O (centres undefined)	-11%	0%	-4	6	-3%	.	-6%	8%	-1%	0.2%	5%
CCOc1ncccc1C(=O)OCC(=O)NCc1ccccc1	0%	.	.	-3	0%	.	5%	-3%	1%	0.3%	.
Cc1ccc(S(=O)(=O)CC(=O)Nc2nnc(C(C)(C)C)s2)cc1	-5%	-1%	0	-9	-1%	-6%	2%	6%	-2%	-0.4%	7%
CCn1c(COc2ccccc2)nnc1SCC(=O)Nc1cc(C)ccc1OC	-11%[7.66 µM]	0%	1	-1	2%	-5%	-15%	1%	-4%	0.2%	-9%
COc1cc(OC)cc(C(=O)N[C@H](C(=O)OCC(=O)Nc2ccc(C(C)C)cc2)C(C)C)c1	-36%	-1%	2	-7	7%	0%	-16%	-5%	-1%	-1.2%	9%
O=C(NCc1n[nH]c(=S)n1-c1ccccc1)c1ccc(S(=O)(=O)N2CCOCC2)cc1	10%	-3%	2	-8	-18%	-12%	0%	-2%	-6%	-3.6%	-4%
CC(C)Nc1nc(Cl)nc(NN(C)c2nc(N(C)C)nc(N(C)C)n2)n1	1%	3%	0	13	-1%	11%	-3%	1%	-13%	3.0%	6%
Cn1c2ccccc2c2ncn(CCN3CCOCC3)c(=O)c21	-25%	3%	2	20	1%	-6%	0%	1%	-3%	-0.3%	-13%
Cc1nnc2c3ccccc3c(-c3ccc(O)cc3)nn12	14%	2%	7	-3	-1%	-1%	?	-2%	-7%	0.1%	-1%
CCCn1c(C)cc(C(=O)COc2ccc(-c3nnco3)cc2)c1C	-54%[inhibitor]	-3%	-4	-12	9%	0%	-18%	0%	0%	-0.1%	?
O=C(C1CCCN(S(=O)(=O)Cc2ccccc2)C1)N1CCCCC1 (centres undefined)	1%	-1%	-2	-10	0%	-8%	14%	5%	-2%	0.3%	14%
O=C(COC(=O)/C=C/c1ccco1)NCCc1ccccc1	13%	-3%	2	8	-11%	-3%	?	-8%	0%	0.1%	16%
CC(=O)Nc1ccc(S(=O)(=O)N/N=C/c2ccc(C)s2)cc1	17%	2%	9	2	1%	10%	?	-1%	0%	-1.1%	-5%
O=C(NC1CCN(C(=S)Nc2ccc(Cl)cc2)CC1)c1ccco1	-26%	3%	4	-24	-3%	.	?	-1%	0%	-0.6%	.
O=C(CSc1ccc2ccccc2c1)N1CCN(c2ccc(O)cc2)CC1	-50%[inhibitor]	0%	-2	9	-4%	27%	?	-2%	-1%	-0.2%	.
CC(=O)N1CCOc2ccc(S(=O)(=O)NCc3ccc(Cl)cc3)cc21	8%	2%	1	10	1%	.	0%	0%	-8%	-0.1%	-6%
CCC(C)NC(=O)C1CCN(S(=O)(=O)c2cccc3nonc23)CC1 (centres undefined)	-7%	0%	-2	4	1%	3%	-15%	0%	-1%	-0.2%	6%
Cc1ccc(S(=O)(=O)CCC(=O)Nc2cccc(Cl)c2)cc1	-6%	-5%	-15	13	-1%	.	-3%	-3%	-5%	0.3%	14%
CC(=O)Nc1c(O)nc(SCc2ccccc2C#N)[nH]c1=O	-21%	0%	-3	9	-1%	-5%	5%	2%	-1%	0.2%	-5%
CC1(C)COC(c2ccc(F)c([N+](=O)[O-])c2)=N1	-23%	0%	2	-3	0%	-6%	?	1%	0%	2.9%	8%
CCOc1cc(/C=C2/C(=O)ON=C2C)ccc1O	-49%[inhibitor]	0%	-1	7	0%	.	8%	-5%	7%	-1.8%	-21%
NC(Cc1cccc2nsnc12)C(=O)O (centres undefined)	-23%	5%	0	2	2%	-11%	1%	1%	-1%	0.5%	6%
Cc1ccc([C@@H]2[C@@H]3C(=O)N(C)C(=O)[C@@H]3[C@]3(C)C(=O)N(Cc4ccccn4)CC(=O)N23)o1	-15%	.	-1	9	3%	0%	-1%	-3%	-1%	-0.6%	-3%
O=C(Nc1cccc(C(F)(F)F)c1)c1ccco1	11%[7.66 µM]	-4%	-1	2	-1%	-6%	2%	3%	-6%	-0.1%	-2%
CN(C)c1ccc(CN(C(=O)c2cccs2)C2CCS(=O)(=O)C2)cc1 (centres undefined)	0%	0%	1	-2	-9%	-5%	1%	0%	0%	0.1%	-11%
Cc1cc(C)n(-c2ncnc3sc4c(c23)CC(C)CC4)n1 (centres undefined)	3%	4%	11	-1	2%	4%	5%	0%	-5%	-0.4%	2%
O=C(O)c1ccc(N/N=C/c2cn(Cc3ccc(F)cc3)c3ccccc23)cc1	-42%	6%	-1	1	-6%	-2%	?	141%[activator]	-3%	-0.1%	.
C/C(=C\C(=O)O)C(=O)Nc1nccs1	10%	0%	-1	-1	-3%	2%	-3%	2%	-7%	4.1%	1%
COCCCNC(=O)CCc1c(C)nc2c(c(C)nn2-c2ccccc2)c1C	-1%	.	2	14	-10%	.	6%	-3%	-11%	-0.1%	3%
O=S(=O)(c1ccc2nc(Cc3cccc(C(F)(F)F)c3)[nH]c2c1)N1CCOCC1	9%	1%	0	-5	?	16%	3%	-1%	-10%	0.0%	6%
Cc1sc(-n2c(C)cc(C=O)c2C)c(C(=O)O)c1C	22%[7.66 µM]	3%	8	-12	-5%	0%	-16%	0%	-14%	0.1%	0%
COc1ccc(NC(=O)COC(=O)c2c3c(nc4ccccc24)CCCC3)cc1	-1%	.	-2	4	-4%	-8%	?	-12%	-3%	-0.1%	-17%
O=C(Nc1cc(S(=O)(=O)N2CCOCC2)ccc1N1CCOCC1)c1cnccn1	2%	4%	0	1	0%	-1%	-9%	2%	-1%	-0.8%	5%
CCC(C)(C)NC(=O)C1c2ccccc2Oc2ccccc21	1%	-3%	-4	-7	0%	?	-1%	4%	-2%	0.0%	9%
CN1CCN(c2ccc(NC(=O)N3CCc4ccccc43)cc2)CC1	18%	9%	1	?	2%	.	-1%	5%	-4%	0.4%	4%
O=C(NC(=S)Nc1cccc(C(F)(F)F)c1)c1ccc2nonc2c1	-6%	-2%	-6	0	1%	1%	-3%	-7%	-2%	-0.2%	.
O=C(NCc1ccncc1)c1ccc(Br)cc1	5%	0%	-1	6	-7%	-9%	11%	2%	-5%	-0.8%	2%
CCCCOc1ccc(Br)cc1/C(C)=N/NC1=NCCN1	-65%[inhibitor]	-2%	2	25	-4%	2%	?	1%	0%	0.0%	-6%
O=c1n(Cc2ccc(Cl)cc2)c2sc3c(c2c2ncnn12)CCCC3	9%	-2%	6	-15	-1%	15%	-1%	?	-4%	0.0%	13%
CCC(Oc1ccccc1)C(=O)Nc1ccc(S(=O)(=O)Nc2cc(C)on2)cc1 (centres undefined)	12%	2%	8	-6	0%	2%	13%	0%	-6%	-1.1%	-2%
CC(C)N(CC#CCC(O)(c1ccccc1)C1CCCC1)CCO (centres undefined)	10%	-2%	3	-4	3%	-4%	-2%	1%	0%	0.0%	-4%
COC(=O)CCNc1ccc2c(c1)OCCO2	-10%	5%	-9	-3	1%	-3%	2%	3%	5%	0.0%	-9%

Screening data (PubChem)
